Rpn11 block: inhibitors of human proteasome Rpn11. calls only at 20 µM. 0.59% of 360,000 active. human 26S proteasome, Ub4-pepOG fluorescence polarization; 20S core pre-blocked with epoxomicin. AID 588493. O00487;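 active = inhibition at 20 µM, scaled to each plate's controls, above about 33%, limit read from the data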
SKN-1 block: blocks SKN-1 activity in C. elegans; C. elegans VP596 Pgst-4::GFP/RFP ratio, acrylamide-induced, 24 h; inhibition, % at 21.8 µM; 0.49% of 360,000 active; AID 624304;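 active = interference check ratio from 0.5 to 1.5 plus GFP to RFP signal ratio inhibition reaching or exceeding a fixed threshold, cut at about 30% in these data, passing the limit was not always enough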; note: some compounds called inactive have numbers as strong as hits
DNMT1 block: inhibitors of human DNMT1 | P26358 | DNMT1 molecular beacon, Hinp1I cleavage, fluorescence | inhibition (reported as % activation of signal), % at 10 µM | 0.83% of 360,000 active | AID 588458; in the data active = inhibition above about 50%
NadD block: inhibitors of Staphylococcus aureus NadD | inhibition, % at 20 µM | 0.78% of 360,000 active | purified NadD enzyme, colorimetric absorbance read-out; in the data active = inhibition above about 26%; note: some compounds past the cut are filed as inactive
MT1-MMP act inh: inhibitors of human MT1-MMP activation | 0.061% of 360,000 active | GFP/RFP ratio change, % at 20 µM | AID 651647 | HT1080 RFP-PRO-GFP cells, GFP/RFP ratio fluorescence, overnight; percent of plate control window, DMSO zero | P50281;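 active = GFP/RFP ratio change of at least 30% with cell ATP level not reduced by more than half and red fluorescence within 50% of control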; note: strong numbers were not always called active
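Test system: HT1080 RFP-PRO-GFP cells; Benchmarks: DMSO and RFP-L50D-GFP cell wells; Timing: cells overnight before dosing, compound overnight, 37 °C, 5% CO2; Compound: one 20 µM compound dose with 1% DMSO; Read-out: GFP/RFP fluorescence ratio.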
NRP1-CendR mod: modulators of CendR peptide binding to human neuropilin-1 | FAM-RPARPAR peptide binding to NRP-1, fluorescence polarization | 0.85% of 360,000 active | O14786 | inhibition, % at 25 µM;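 active = inhibition or corrected inhibition above about 18%, plus a signal ratio from 0.5 to 1.5, limit read from the data, passing the limit was not always enough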; note: strong numbers were not always called active
Scp-1 inhibitor: inhibitors of human Scp-1 phosphatase. Q9GZU7. Recombinant Scp1, phosphopeptide, malachite green phosphate absorbance. inhibition, % at 20 µM. 0.88% of 340,000 active;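 active = inhibition above about 50% at 20 µM, limit read from the data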;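 note: plate controls were DMSO wells with enzyme for no effect and wells lacking enzyme for full effect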
Target sequence (Q9GZU7 76-261 limits assumed): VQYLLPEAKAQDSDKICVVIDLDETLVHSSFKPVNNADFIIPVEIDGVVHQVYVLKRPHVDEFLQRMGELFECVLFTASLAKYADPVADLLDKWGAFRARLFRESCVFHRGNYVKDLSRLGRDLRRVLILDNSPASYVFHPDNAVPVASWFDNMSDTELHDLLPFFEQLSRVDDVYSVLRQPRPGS
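Incubation: 45 min enzyme reaction at room temperature / System: truncated SCP-1 phosphatase (76-261aa) / Reagent: Phospho 17-mer peptide substrate / Buffer or medium: Acidic Tris acetate buffer with magnesium and detergent / Signal: absorbance at 630 nm / Doses: one concentration, 20 µM, with 1.0% DMSO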
SUMO1 PPI mod: SUMO1-SIM interaction modulation; P63165; 0.33% of 360,000 active; SUMO1 binding to a labelled peptide, TR-FRET, 1 h; AID 602429; inhibition, % at 20 µM; in the data active = inhibition above about 37%
Target sequence (P63165 whole entry, looked up): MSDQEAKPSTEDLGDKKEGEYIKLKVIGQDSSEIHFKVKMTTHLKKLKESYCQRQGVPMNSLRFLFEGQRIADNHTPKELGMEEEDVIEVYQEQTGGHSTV
STEP block: STEP (human) phosphatase inhibition; P54829; recombinant STEP, OMFP fluorogenic substrate, fluorescence; inhibition, % at 20 µM; 0.25% of 360,000 active;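 active = inhibition at 20 µM, scaled per plate between control wells, above about 37%, limit read from the data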;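 note: 0% = DMSO with enzyme and substrate and 100% = substrate only without enzyme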
Target sequence (P54829 whole entry, looked up): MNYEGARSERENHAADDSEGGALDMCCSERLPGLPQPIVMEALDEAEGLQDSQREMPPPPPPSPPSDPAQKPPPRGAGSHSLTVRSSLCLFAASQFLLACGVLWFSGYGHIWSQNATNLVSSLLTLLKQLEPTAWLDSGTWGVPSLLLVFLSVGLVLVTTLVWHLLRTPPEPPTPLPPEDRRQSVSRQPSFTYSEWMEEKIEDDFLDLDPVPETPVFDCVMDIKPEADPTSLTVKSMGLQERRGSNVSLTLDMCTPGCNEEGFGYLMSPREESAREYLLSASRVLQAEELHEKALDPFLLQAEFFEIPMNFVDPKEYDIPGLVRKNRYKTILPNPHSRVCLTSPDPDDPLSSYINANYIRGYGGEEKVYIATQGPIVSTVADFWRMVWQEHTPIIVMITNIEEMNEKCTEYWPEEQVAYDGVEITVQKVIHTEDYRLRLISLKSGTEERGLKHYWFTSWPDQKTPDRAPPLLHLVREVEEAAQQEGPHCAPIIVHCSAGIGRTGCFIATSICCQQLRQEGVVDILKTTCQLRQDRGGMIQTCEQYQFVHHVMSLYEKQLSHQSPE
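System: STEP phosphatase, cell-free reaction; Buffer or medium: Bis-Tris pH 6.0 buffer with DTT, detergent; Incubation: 20 min at room temperature, dark; Measured by: fluorescence, 480/540 nm.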
LMPTP block: LMPTP (human) inhibition. 0.22% of 360,000 active. recombinant LMPTP-A, OMFP fluorogenic substrate, fluorescence intensity. P24666. inhibition, % at 20 µM;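 active = compounds that cut the enzyme signal by at least half of the control window in the single-dose screen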;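 note: plate controls were DMSO wells with enzyme plus substrate for no effect and substrate without enzyme for full effect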
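Assay system: LMPTP-A, protein tyrosine phosphatase of low molecular weight / Medium: pH 6.0 Bis-Tris buffer with DTT and Triton X-100 / Schedule: 50 min enzyme reaction at room temperature, protected from light / Measured by: endpoint fluorescence intensity from OMFP dephosphorylation / Read-out basis: % inhibition relative to no-enzyme and uninhibited control wells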
An asterisk follows results filed as active; i = inactive; . = no result given; + = active, no number.

SMILES	Rpn11 block	SKN-1 block	DNMT1 block	NadD block	MT1-MMP act inh	NRP1-CendR mod	Scp-1 inhibitor	SUMO1 PPI mod	STEP block	LMPTP block
O=C(Nc1ccc(Br)cc1)N1CCc2ccccc2C1	i	-7	-2	-3	5	3	-5	0	-1	2.0
COc1cccc(CC(=O)OCC(=O)N2CCN(c3ccc(F)cc3)CC2)c1	i	1	1	-6	2	4	-8	5	0	0.2
O=C(O)C1C2CCC(C2)C1C(=O)NCc1ccccn1 (stereo not given)	i	5	1	-2	3	0	-4	-1	10	-1.8
CC1CCC2(CC1)NC(=O)N(CC(=O)N1CCN(S(=O)(=O)c3ccccc3)CC1)C2=O (stereo not given)	i	5	1	3	-1	7	-3	5	1	0.1
O=C(CCS(=O)(=O)Cc1ccccc1)N1CCN(c2ccc([N+](=O)[O-])cc2)CC1	i	-1	-1	-4	3	0	-12	-26	6	-0.8
CCOC(=O)/C(N=Nc1c(Br)cc(Br)cc1Br)=C(\C)O	i	14	1	5	-2	6	-7	-3	5	1.9
CC(C)CCOCc1nc2sc3c(c2c(=O)[nH]1)CCC(C)C3 (stereo not given)	i	-5	15	5	-2	-22	-5	1	1	1.4
COc1ccccc1CNC(=O)c1nn(C)c2c1CS(=O)(=O)c1ccccc1-2	i	4	-1	-9	4	2	-8	4	-1	-2.1
Cc1occc1-c1nnc(SCC(=O)N(C)c2ccccc2)n1C	i	1	9	-2	2	8	-1	1	-3	0.2
O=c1[nH]cnc2scc(-c3ccsc3)c12	i	7	3	1	0	-16	-6	-7	-2	2.4
O=C(/C=C/c1ccccc1)N1CCC(c2ccccc2)C1 (stereo not given)	i	-5	0	-1	-1	10	-14	-1	2	-1.0
CC1CCCC1/C(=N/O)c1ccccc1 (stereo not given)	i	-9	2	-20	-3	6	-17	1	0	-0.3
O=C(CCCc1cccs1)N1CCN(S(=O)(=O)c2ccccc2Br)CC1	i	8	38	4	-3	7	-5	1	0	-0.6
Cc1ccc(NC2=NCC(=O)N2C2CCCC2)cc1	i	-5	1	-3	0	-4	-10	1	-4	0.1
Cc1ccccc1C(=O)Nc1nnc([C@@H]2C[C@H](O)[C@@H](CO)O2)s1	i	20	-1	-3	-2	3	.	1	2	-1.6
Cc1ccc(OCCSc2nc3ccccc3n2CCC(=O)O)cc1	i	-9	0	1	1	13	-2	0	0	-0.9
CCCS(=O)(=O)N1CCCC(C(=O)NCCCN2CCCC2=O)C1 (stereo not given)	i	-23	5	0	5	6	15	-4	-1	-0.8
CN(C)CCCN(C(=O)c1ccc(S(=O)(=O)N(C)C)cc1)c1nc2cc3c(cc2s1)OCO3	i	12	-7	-3	0	0	-4	0	2	-3.1
Cc1c(Cl)cccc1NC(=S)N(Cc1cccs1)C1CCCC1	i	-2	3	-2	3	1	-9	2	4	1.2
Cc1c(NC(=O)COC(=O)CCC(=O)c2ccc(Cl)cc2)c(=O)n(-c2ccccc2)n1C	i	2	-3	9	-1	1	-3	1	-1	-0.3
CCN1CCN(CCC(=O)Nc2ccc(F)c(F)c2)CC1	i	0	2	-4	-3	-7	-12	1	0	-0.3
COc1cccc(C2c3[nH]c4ccccc4c3CCN2C(=O)c2ccccc2F)c1OC (stereo not given)	i	1	2	3	-8	-2	-8	1	-1	3.4
O=P1(NC2CCCCC2)OCC2(CO1)COP(=O)(NC1CCCCC1)OC2 (stereo not given)	i	6	1	4	-1	-7	1	1	-6	0.5
Nc1ccc(NC(=O)c2cccs2)c(Cl)c1	i	10	-5	0	0	1	3	4	1	-1.5
O=C(O)c1cccc([N+](=O)[O-])c1C(=O)Nc1cccc2ccccc12	i	7	-12	5	0	-2	-10	-15	1	-1.7

Among those listed so far, 2 have an aryl thioether with sulfur outside any ring.
SMILES	Rpn11 block	SKN-1 block	DNMT1 block	NadD block	MT1-MMP act inh	NRP1-CendR mod	Scp-1 inhibitor	SUMO1 PPI mod	STEP block	LMPTP block
Cc1occc1-c1nnc(SCC(=O)N(C)c2ccccc2)n1C	i	1	9	-2	2	8	-1	1	-3	0.2
Cc1ccc(OCCSc2nc3ccccc3n2CCC(=O)O)cc1	i	-9	0	1	1	13	-2	0	0	-0.9

Reprinted at random: seven records from the list.
SMILES	Rpn11 block	SKN-1 block	DNMT1 block	NadD block	MT1-MMP act inh	NRP1-CendR mod	Scp-1 inhibitor	SUMO1 PPI mod	STEP block	LMPTP block
CCOC(=O)/C(N=Nc1c(Br)cc(Br)cc1Br)=C(\C)O	i	14	1	5	-2	6	-7	-3	5	1.9
CC1CCCC1/C(=N/O)c1ccccc1 (stereo not given)	i	-9	2	-20	-3	6	-17	1	0	-0.3
O=C(O)C1C2CCC(C2)C1C(=O)NCc1ccccn1 (stereo not given)	i	5	1	-2	3	0	-4	-1	10	-1.8
CCCS(=O)(=O)N1CCCC(C(=O)NCCCN2CCCC2=O)C1 (stereo not given)	i	-23	5	0	5	6	15	-4	-1	-0.8
O=P1(NC2CCCCC2)OCC2(CO1)COP(=O)(NC1CCCCC1)OC2 (stereo not given)	i	6	1	4	-1	-7	1	1	-6	0.5
COc1cccc(C2c3[nH]c4ccccc4c3CCN2C(=O)c2ccccc2F)c1OC (stereo not given)	i	1	2	3	-8	-2	-8	1	-1	3.4
Cc1c(Cl)cccc1NC(=S)N(Cc1cccs1)C1CCCC1	i	-2	3	-2	3	1	-9	2	4	1.2

Following part:
SMILES	Rpn11 block	SKN-1 block	DNMT1 block	NadD block	MT1-MMP act inh	NRP1-CendR mod	Scp-1 inhibitor	SUMO1 PPI mod	STEP block	LMPTP block
O=C(CCCOc1ccccc1)Nc1ncccn1	i	-5	8	0	6	-4	4	0	-1	-0.2
COc1ccc(Br)cc1C(C[N+](=O)[O-])c1c(N)n(C)c(=O)n(C)c1=O (stereo not given)	i	0	-4	-2	-16	16	-27	-1	2	1.2
O=C(NCc1ccncc1)C1CCN(S(=O)(=O)c2ccc(Cl)c(C(F)(F)F)c2)CC1	i	0	1	2	-5	-4	1	4	-2	-0.2
CCN(CC)CCNc1ccc(CO)c2oc3ccccc3c(=O)c12	i	5	25	-2	12	-4	.	17	-3	1.0
Cc1ccc(NC(=O)CCCC2CCCCC2)c(O)c1	i	-13	-2	-4	3	-16	-8	9	0	0.5
Cc1cc(C)cc(C(=O)OCC(=O)N2CCCC2)c1	i	11	0	2	1	3	-5	5	0	-0.8
CCOc1ccccc1NC(=O)CN(C)S(=O)(=O)c1ccc2[nH]c(=O)oc2c1	i	13	-2	-1	7	13	8	0	-1	0.6
NC(=O)c1ccc(NC(=O)COC(=O)/C=C/c2ccc3c(c2)OCO3)cc1	i	-15	0	-3	2	-14	-7	-6	0	-1.2
O=[N+]([O-])c1cc2c(cc1CN1CCN(c3ccccc3)CC1)OCO2	i	9	3	-4	1	-3	0	-10	0	-0.3
N#C/C(=C/c1ccc(N2CCCCC2)o1)c1cccc(F)c1	.	24	-6	15	-64	25	0	-24	-2	1.9
COc1ccc(/C=c2\sc3nc(-c4ccccc4OC)nn3c2=O)c(OC)c1	i	18	71*	-2	-171	1	3	-3	-5	3.6
CCOC(=O)c1c(-c2ccccc2)csc1NC(=O)CSc1nnnn1C	i	1	4	-6	1	-12	-17	0	3	1.3
COc1ccc(/C=C2\SC(=O)N(CCNC(=O)C3CSC4(C)CCC(=O)N34)C2=O)cc1 (stereo not given)	i	-23	-2	-1	-1	0	3	-31	11	-0.3
Cc1ccc(Cl)cc1NC(=O)CSc1nnc(C)n1-c1ccccc1	i	6	1	0	4	-11	0	-2	1	0.6
CS(=O)Cc1cc(Sc2ccccc2)nc(-c2ccncc2)n1 (stereo not given)	i	4	-1	7	-3	13	3	-1	-1	-1.5
O=C(CSc1nnc(-c2ccco2)o1)Nc1cccc([N+](=O)[O-])c1	i	12	5	4	2	0	1	0	1	8.0
COC(=O)N1CCCCC1c1cc(C(=O)NCc2ccc(F)cc2)no1 (stereo not given)	i	4	6	0	-1	3	.	2	0	-0.3
CCOC(=O)C(=O)Nc1nnc(CCc2ccccc2)s1	i	16	2	2	0	5	-10	-2	1	-1.3
CN1CCN(c2ccc(Cl)cc2NC(=O)CN2C(=O)NC(C)(c3ccccc3)C2=O)CC1 (stereo not given)	i	-10	-3	-1	1	-3	6	-38	0	-8.5
CCC(=O)Nc1nc2ccccc2n1Cc1ccccc1	i	7	-1	-1	13	-8	-9	-1	-5	-1.8
CCCCNC(=O)c1cc2n(n1)C(C(F)(F)F)CC(c1ccccc1)N2 (stereo not given)	i	14	2	-2	4	14	-6	2	-6	-1.7
CC(C)(C)OC(=O)NNC(=O)C12CC3CC(CC(C3)C1)C2	i	4	1	-3	2	-15	-17	1	-1	-1.6
COc1ccc(Cl)cc1NS(=O)(=O)c1cccc(C(=O)NCC(c2ccco2)N(C)C)c1 (stereo not given)	i	2	0	-5	-1	11	-7	4	-2	-2.2
CCOC(=O)C1=C(c2ccccc2)NC(=S)NC1C (stereo not given)	+	-29	3	-2	-9	4	6	2	-1	-1.2
Cc1cc(N2C(=O)C(O)=C(C(=O)c3cc4ccccc4o3)C2c2ccc(Br)cc2)no1 (stereo not given)	i	-8	-21	11	-5	-34	-8	-17	12	15
COC(=O)c1ccccc1NC(=O)Nc1ccc(Br)cn1	i	-14	0	-3	-1	-9	-10	-4	2	-0.5
O=C(CSc1nnc(C2CC2)n1C1CC1)Nc1cccc(Br)c1	i	-11	5	-9	1	-4	5	-3	-4	-1.0
CCCC(=O)Nc1nnc(CCN2CCCCC2)s1	i	-5	2	-5	2	0	-2	2	-24	1.2
Cc1ccc(S(=O)(=O)N2CCN(C(C)CC(=O)O)CC2)cc1 (stereo not given)	i	-5	-1	-9	-1	6	-3	2	-1	-0.8
